# Bioassay records (PubChem BioAssay)
# HIV RNase H inh: HIV-1 RT RNase H inhibitors, primary screen, biochemical, fluorescence; Gag-Pol polyprotein (Human immunodeficiency virus type 1 group M subtype B (isolate …; RT-RNase H RNA/DNA duplex cleavage; inhibition, % at 10 µM; 1.9% of 65,000 active; AID 565, 2006; in the data active = inhibition above about 50%
# RmlCD inh mix: RmlC and RmlD coupled enzyme inhibitors, primary screen, biochemical, 384-well, compound mixtures, retest | AID 1532, 2009 | 0.39% of 110,000 active | inhibition, % at 5.5 µM | RmlC/RmlD coupled enzyme inhibition, 384-well mixture HTS; in the data active = inhibition above about 30%, passing the limit was not always enough; inconclusive = no clear call, values can overlap the other calls; also: strong numbers were not always called active
# * = called active by the depositor; ? = inconclusive; . = not tested or not shown.
# Every second line gives: HIV RNase H inh | RmlCD inh mix
- O=C(OCC#CCSc1nnc(-c2ccccc2)o1)c1ccco1
  -29 | -2
- O=C(NCc1nc2ccccc2[nH]1)c1ccco1
  1 | 0
- CN(C)c1ccc(NC(=O)c2cn(-c3ccccc3)nc2-c2cccs2)cc1
  . | 45
- Cc1cccc(CCNS(=O)(=O)c2ccc3c(c2)oc(=O)n3C)c1
  1 | 17
- Cc1cc2c(ccc3c2no[n+]3[O-])nn1
  -15 | 8
- CN1C(=O)/C(=C2/C=Cc3ccccc3N2CCCS(=O)(=O)O)SC1=S
  24 | -2
- Cc1ccc(CNC(=O)c2ccc3c(c2)S(=O)(=O)c2ccccc2C3=O)cc1
  . | -13
- CC(C)(C)c1nc(NCCN2CCOCC2)c2nnn(Cc3ccccc3Cl)c2n1
  -19 | -6
- Cn1nnc2cc(C(=O)NC3CC3)ccc21
  . | -10
- CCOc1ccc(C(=O)SC2=NCCS2)cc1
  . | 1
- O=C(CCCn1c(=O)[nH]c2cc(Cl)ccc2c1=O)NCCC1=CCCCC1
  . | -13
- O=c1c2[nH]c3cccc(Cl)c3c2ncn1CCN1CCCCC1
  -7 | 10
- O=C(CN1CCOCC1)Nc1cccc(Br)c1
  -3 | 5
- O=C(CSC1=NCCN1)C1COc2ccccc2O1 (centres undefined)
  0 | 7
- CCn1nc(CC(=O)Nc2ccc(-n3cnnn3)c(OC)c2)c2ccccc2c1=O
  . | -17
- Cc1ccccc1N1CCN(S(=O)(=O)c2ccccc2)CC1
  . | 7
- Cc1cc(C)n2nc(C)[n+](C)c2n1
  -13 | 6
- c1ccc(Cc2nnc3sc(C4COc5ccccc5O4)nn23)cc1 (centres undefined)
  70* | -5
- COc1ccc(C(CC(=O)NCCCN2CCOCC2)NS(=O)(=O)c2ccc(C)cc2)cc1 (centres undefined)
  -8 | -15
- COC(=O)c1[nH]c2ccc(C)cc2c1NC(=O)CN1CCN(C(=O)c2ccccc2)CC1
  3 | -15
- Nn1c(Cc2cccc3ccccc23)nnc1SC1CCOC1=O (centres undefined)
  8 | 7
- COC(=O)c1sc(S(=O)(=O)N2CCC(C(=O)O)CC2)c(C(=O)OC)c1C
  . | 8
- CCn1c(NC2CCCCC2)nc2ccccc21
  -6 | -6
- c1ccc(-c2noc(-c3ccccc3-c3ccccc3)n2)cc1
  . | -12
- CC(C)c1nc2oc3c(N4CCN(C)CC4)ncnc3c2c2c1CCC2
  -4 | .
- COc1cccc(-n2nnc3c(=O)n(Cc4cccc(F)c4)cnc32)c1
  -18 | 8
- O=C1Cc2ccccc2Sc2ccccc21
  . | 6
- COc1cccc(NC(=S)NN2CCN(C)CC2)c1
  . | -4
- Cc1ccc(-c2nc(N/N=C/c3ccccc3[N+](=O)[O-])c3ccccc3n2)cc1
  . | 1
- CCN(CC)/C(=N/O)NC(=O)NS(=O)(=O)c1ccc(C)cc1
  -2 | -5
- CCc1c(O)nc(SCC(=O)N2CCOCC2)n(-c2ccccc2)c1=O
  -5 | 10
- O=C(O)CCCC(=O)Nc1ccc(Br)cc1C(=O)O
  4 | -10
- O=C(c1ccccc1F)N(Cc1ccc2c(c1)OCO2)Cc1cc2cc3c(cc2n2nnnc12)OCO3
  . | 3
- COC(=O)c1[nH]c2cc(OC)ccc2c1N
  -4 | .
- Cn1cccc1C(=O)C(=O)Nc1ccccc1
  . | 11
- CCOc1ccccc1NC(=O)CSc1nccn1-c1ccccc1
  -27 | .
- Cc1cc2c3nonc3ccc2n1-c1ccccc1
  -78 | ?
- O=S(=O)(NC1CCCCC1)c1ccc(F)c2ccccc12
  . | 9
- COc1cccc(OC)c1C(=O)Nc1nc2ccc(S(C)(=O)=O)cc2s1
  5 | 74
- O=C1CSC(c2cccc(F)c2)N1c1ccccc1F (centres undefined)
  -19 | -11
- Cc1ccc(-c2nc3ccc(NS(=O)(=O)c4ccccc4)cc3[nH]2)o1
  . | 3
- CCO[C@H]1OC(C(N)=O)=C[C@@H](C2CC2)[C@@H]1CCCO
  . | 5
- CCOC(=O)c1cccc(NC(=O)Cn2cc3c(n2)CCC(C)C3)c1 (centres undefined)
  -13 | 4
- COCC(C)n1c(SCC(=O)N2CCCCC2)nc2ccccc2c1=O (centres undefined)
  14 | .
- O=C(O)Cc1ccc(C(=O)c2ccccc2)s1
  . | -5
- Cc1c(C(N)=O)sc(N)c1C(=O)OC(C)C
  84* | 2
- C/C(O)=C(\C#N)c1nnc2n1CCCCC2
  -17 | -9
- CCOc1ccc(-c2cc(C(=O)O)c3ccccc3n2)cc1
  . | 32*
- CCCn1c(SCC(=O)c2cc(OC)ccc2OC)nnc1C(C)C
  13 | -11
- CN(C)S(=O)(=O)c1ccc(Cl)c(C(=O)NCc2ccco2)c1
  . | 4

# Quoted at random: six compounds from above, in no set order.
# Every second line gives: HIV RNase H inh | RmlCD inh mix
- COC(=O)c1[nH]c2cc(OC)ccc2c1N
  -4 | .
- O=C1Cc2ccccc2Sc2ccccc21
  . | 6
- CC(C)c1nc2oc3c(N4CCN(C)CC4)ncnc3c2c2c1CCC2
  -4 | .
- COC(=O)c1sc(S(=O)(=O)N2CCC(C(=O)O)CC2)c(C(=O)OC)c1C
  . | 8
- O=C(OCC#CCSc1nnc(-c2ccccc2)o1)c1ccco1
  -29 | -2
- O=C(CSC1=NCCN1)C1COc2ccccc2O1 (centres undefined)
  0 | 7

# (continued)
# Every second line gives: HIV RNase H inh | RmlCD inh mix
- Cc1cccc2c(=O)cc(C)n(CC(=O)N3CCOCC3)c12
  -8 | -3
- CCn1c(=O)n(CC)c2cc(S(=O)(=O)Nc3c(C)cccc3C)ccc21
  . | 7
- COCCNC(=O)Cn1c(=O)n(C)c2ccccc21
  . | -12
- O=C(Cn1c(=O)oc2cc(S(=O)(=O)N3CCCC3)ccc21)N1CCCC1
  . | -7
- CC(C)(C)OC(=O)NNC1CC(=O)N(c2ccccc2F)C1=O (centres undefined)
  . | -1
- O=C(NC(Cc1ccccc1)c1ccc2c(c1)OCCCO2)c1ccc(F)cc1 (centres undefined)
  . | 3
- Nc1ccc(S(N)(=O)=O)cc1
  . | 9
- COc1cccc(Cn2c(NCc3ccccn3)nc3c2c(=O)n(C)c(=O)n3C)c1
  11 | .
- COc1ccc(NC(=O)NCc2ccncc2)c(OC)c1
  . | 2
- Clc1ccccc1C1=Nn2c(nnc2-c2ccncc2)SC1
  -36 | .
- CCC(C)[C@H](NC(=O)OC(C)(C)C)C(=O)N/N=C/C1=Cc2ccccc2OC1 (some centres undefined)
  . | -18
- Cc1ccc(-n2nnnc2SCC(=O)Nc2nc(-c3ccc(F)cc3)cs2)cc1C
  . | -18
- O=C(C1CCN(S(=O)(=O)N2CCC3(CC2)OCCO3)CC1)N1CCC(Cc2ccccc2)CC1
  -11 | -13
- CN(C)CC1CSCCC1(O)c1ccccc1Cl (centres undefined)
  . | -15
- COc1ccc(NC(=O)c2cccc(N3C(=O)NC4CC3(C)Oc3ccccc34)c2)cc1 (centres undefined)
  . | -10
- CCC(=O)OC1(C)C(=O)C=C2C=C(c3ccsc3)OC=C2C1=O (centres undefined)
  . | 7
- O=C(Nc1ccc(N2CCOCC2)cc1)C1CCCCC1
  . | 4
- CCN(CC)S(=O)(=O)c1cccc(-c2cn3cc(C)ccc3n2)c1
  . | -4
- COc1cccc(C(c2nnnn2Cc2ccccc2)N2CCN(C3CCCC3)CC2)c1OC (centres undefined)
  8 | 9
- CCn1c(SC(C)C(=O)O)nc2sc3c(c2c1=O)CCC3 (centres undefined)
  0 | -4

# Whole records, looked up by structure. Screens in order: HIV RNase H inh, RmlCD inh mix
# COc1ccc(NC(=O)c2cccc(N3C(=O)NC4CC3(C)Oc3ccccc34)c2)cc1 (centres undefined) is entered as ., -10
# Cc1ccc(-n2nnnc2SCC(=O)Nc2nc(-c3ccc(F)cc3)cs2)cc1C is entered as ., -18
# CCn1c(SC(C)C(=O)O)nc2sc3c(c2c1=O)CCC3 (centres undefined) is entered as 0, -4

# Next section:
# Every second line gives: HIV RNase H inh | RmlCD inh mix
- CCc1cc2cc(C)ccc2nc1SCC(=O)Nc1cc(C)on1
  . | -9
- Cn1c(-c2sccc2OCc2ccccc2)n[nH]c1=S
  . | 14
- Cn1c(=O)n(C)c2cc(NC(=O)CCl)ccc21
  . | 9
- Cc1ccc(N2C(=O)NC(=O)C3(Cc4ccccc4N4CCN(c5ccccc5)CC43)C2=O)cc1 (centres undefined)
  7 | 15
- O=C1Cc2ccccc2C(c2ccccc2)N1 (centres undefined)
  -18 | -5
- COc1cccc(-c2cc(C(=O)N3CC4(C)CC3CC(C)(C)C4)no2)c1 (centres undefined)
  1 | 7
- COc1ccc(N/C=C/C(=O)c2sc(-c3ccccc3)nc2C)cc1
  . | 13
- CCOc1ccc(C(=O)Nc2ccc3c(c2)OCO3)cc1OCC
  2 | 45
- O=C(Cn1cnc2c(oc3ccccc32)c1=O)N1CCCc2ccccc21
  -1 | 11
- CCOC(=O)c1sc(SCC(=O)Nc2ccc(N(C)C)cc2)nc1N
  5 | 8
- COc1ccc(SC[C@H](CC(C)C)N2CCN(C)CCC2=O)cc1
  . | 7
- CCOC(=O)C1(C)/C(=N/Nc2ccccc2Cl)C(=O)C(=O)N1c1ccccc1 (centres undefined)
  . | 9
- COc1ccc2cc3cc(C(=O)Nc4ccc5c(c4)OCO5)oc3nc2c1
  62* | 2
- O=C(CSc1nnnn1-c1ccccc1)Nc1ccc(Cl)cn1
  -31 | -5
- CCOC(=O)CSc1nc(NC#N)nc(N(CC)CC)n1
  -11 | -14
- Cc1cccc(NC(=O)c2cccc(Cn3cc(Br)c([N+](=O)[O-])n3)c2)c1C
  . | -2
- C=CCn1c(COc2cccc3ccc(C)nc23)nnc1SCC(N)=O
  -7 | -9
- CCOc1ccc(C(=O)NCCn2cc(SCC(=O)Nc3cc(C)on3)c3ccccc32)cc1
  1 | 9
- NC(=O)c1nn(-c2ccccc2)nc1NC(=O)CN1CCCCC1
  -6 | 6
- COc1ccc2[nH]c(C)c(CN3CCCC(C)C3)c(=O)c2c1 (centres undefined)
  6 | .
- N#C/C(Cn1c[n+](NC(=O)Nc2ccccc2)cn1)=N/O
  -8 | 9
- CC1CN(CC(O)COc2ccccc2C(C)(C)C)CC(C)O1 (centres undefined)
  2 | -7
- CCN1c2ccccc2NC2N=C(OC)C(c3ccccc3)C21 (centres undefined)
  -5 | -6
- COc1ccc(OC)c(NC(=O)c2ccc(NS(C)(=O)=O)cc2)c1
  . | -11
- CCC(C)N1C(=O)CCC1C(=O)NCc1ccc2c(c1)OCO2 (centres undefined)
  -1 | -2
- Cn1c(N)c(C(=O)COC(=O)c2cc(C3CC3)nc3ccccc23)c(=O)n(Cc2ccccc2)c1=O
  . | -12
- Cc1ccc(S(=O)(=O)NC(c2ccccc2)C(C)C(=O)n2nc(C)cc2C)cc1 (centres undefined)
  . | -12
- CC(C)CNC(=O)C1CCCN(S(=O)(=O)c2ccc(-n3cnnn3)cc2)C1 (centres undefined)
  55* | .
- O=C(NCc1ccco1)C(c1ccco1)N(Cc1cccs1)C(=O)Cn1nnc2ccccc21 (centres undefined)
  . | 8
- O=C(c1ccc2c(c1)OCO2)N1CCN(c2ccc(Cl)cc2)CC1
  -13 | 3
- COc1ccccc1OCCC(=O)OCCN1C(=O)c2ccccc2C1=O
  -35 | 6
- C=C(C)C(=O)Nc1cccc(C2=NOC3(C2)C[C@@H](C(N)=O)N(C(=O)C2(C)CC2)C3)c1 (some centres undefined)
  . | 18
- COc1cc(CNc2ccc3[nH]c(=O)[nH]c3c2)cc(Cl)c1OCC(=O)NC(C)(C)C
  30 | -7
- O=C(CSc1nc(-c2ccc(F)cc2)cs1)N1CCN(C(=O)c2ccco2)CC1
  -24 | 5
- Cc1cc(Nc2ccc(F)cc2C)n2ncnc2n1
  -12 | 5
- O=c1cc(CO)oc(CN2CCCC2)c1O
  -45 | -391
- CCCCCC(=O)Nc1ccc(S(=O)(=O)Nc2nccnc2OC)cc1
  -19 | -14
- COc1ccc(-c2nnc(SCC(=O)c3cc(C)n(Cc4cccs4)c3C)o2)cc1
  58* | -6
- Cc1ccc(S(=O)(=O)N2C(=O)C(c3ccccc3)SC2=Nc2ccccc2)cc1 (centres undefined)
  . | -8
- CCCCNC(=O)CSc1nnc(-c2ccc(S(=O)(=O)N3CCCC3)cc2)n1C
  . | -1
- CCN1CCn2c3c(c4cc(C)ccc42)CCCC31 (centres undefined)
  48 | -2
- CN(c1ccccc1C(=O)NCc1ccco1)S(C)(=O)=O
  -2 | 0
- c1csc(-c2nn3c(Cn4nnc5ccccc54)nnc3s2)c1
  -48 | 1
- CCC(C)Sc1nc2c(c(=O)n1C)SC(C)C2 (centres undefined)
  -43 | -6
- Cc1[nH]c(=O)[nH]c(=O)c1S(=O)(=O)N(C)Cc1ccccc1
  -6 | -11
- CC(=O)Nc1cccc(NC(=O)CSc2nn3c(=O)c(C)nnc3s2)c1
  0 | 12
- COC(=O)c1c(NS(C)(=O)=O)sc2c1CCCC2
  49 | 9
- COc1cc(/C=C(/C#N)c2nc3ccccc3[nH]2)ccc1OC(=O)c1ccco1
  . | 9
- CCCCC(=O)O[C@]1(C(=O)CO)CC[C@H]2[C@@H]3CCC4=CC(=O)CC[C@]4(C)[C@H]3[C@@H](O)C[C@@]21C
  4 | -6
- CCN(CC)c1ccc(NC(=O)CC2Oc3ccccc3NC2=O)c(C)c1 (centres undefined)
  17 | -8

# (more compounds)
# Every second line gives: HIV RNase H inh | RmlCD inh mix
- O=C(NC1CCCCC1)N1CCCC1
  . | 5
- O=C(CN(C1CCCCC1)S(=O)(=O)c1ccc(F)cc1)Nc1ccc2c(c1)OCO2
  . | 7
- O=C(CC(c1ccc(F)cc1)c1ccco1)N1CCCC1 (centres undefined)
  1 | -10
- CCOc1ccc(CC(=O)C2C(=O)CCCC2=O)cc1OCC
  -15 | 3
- O=C(COC(=O)c1cccnc1)Nc1ccc(F)cc1
  -5 | 14
- c1ccc(-c2n[nH]nc2-c2ccccc2)cc1
  -28 | 5
- CC(C(=O)O)N1C(=O)/C(=C/C=C/c2ccco2)SC1=S (centres undefined)
  . | 11

# The list is partial; the hit share may differ from the screen's.
